# RECQ1 inh: RECQ1 (human) helicase inhibition. Potency, µM (series often up to 57.3 µM), for inactives: at the highest dose activity, negative = inhibition, most hits filed as inhibitors. RECQ1 DNA unwinding, red fluorescence kinetic read. 240,000 compounds, 0.54% hits;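 further: plate controls were vehicle for no effect and no enzyme for full effect; nearly all actives have a fitted effect of over 30% in size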
# Target sequence (P46063 whole entry, looked up): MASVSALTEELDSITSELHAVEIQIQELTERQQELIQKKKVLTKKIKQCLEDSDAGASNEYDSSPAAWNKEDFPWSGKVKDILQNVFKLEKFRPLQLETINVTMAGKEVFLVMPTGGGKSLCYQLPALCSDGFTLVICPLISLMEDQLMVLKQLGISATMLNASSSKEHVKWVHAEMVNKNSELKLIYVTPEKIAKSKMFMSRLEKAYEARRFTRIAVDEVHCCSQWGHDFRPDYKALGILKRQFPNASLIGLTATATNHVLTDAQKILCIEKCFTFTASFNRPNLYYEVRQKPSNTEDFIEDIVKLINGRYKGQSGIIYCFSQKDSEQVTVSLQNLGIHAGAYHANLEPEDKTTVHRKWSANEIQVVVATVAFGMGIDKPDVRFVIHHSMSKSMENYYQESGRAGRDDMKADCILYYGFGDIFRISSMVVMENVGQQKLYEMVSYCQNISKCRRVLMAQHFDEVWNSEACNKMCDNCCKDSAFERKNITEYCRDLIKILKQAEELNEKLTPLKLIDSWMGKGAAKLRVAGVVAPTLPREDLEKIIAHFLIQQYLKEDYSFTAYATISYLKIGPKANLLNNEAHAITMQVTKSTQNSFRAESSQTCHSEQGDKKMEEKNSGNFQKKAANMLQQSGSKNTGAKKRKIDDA
#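 RECQ1T1 50 nM; forked duplex (20 bp + 30-nt ss tails) 200 nM, ATP 2 mM final; pH 8.0, 2 mM MgCl2, 2.5 ug/ml poly(dI-dC); 15 min compound preincubation; discontinuous kinetic read over 2 h at RT.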
# Tau fibril FP: inhibitors of human tau fibril formation. P10636. K18 P301L tau heparin fibrillization, Alexa594 FP, 6 h. Potency, µM (titrated, usually from 57.7 µM), inactives show top-dose activity, negative = inhibition, usual class: inhibitors. 280,000 compounds, 0.39% hits. AID 1468; further: nearly all actives have a fitted effect of over 55% in size
#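 Quantitative HTS format: compounds meet 15 uM recombinant K18 P301L tau and Alexa 594-tau tracer in 100 mM sodium acetate pH 7; 20 uM heparin triggers fibrillization at 37 C over 6 hr; FP gives the signal.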
# TRb-SRC2 inh: disrupts binding of human TR beta to SRC2. TRbeta-SRC2 peptide binding, fluorescence polarization; receptor liganded with 1 µM T3. P10828. 280,000 compounds, 0.065% hits. Potency, µM (top dose mostly 106 µM), for the others: top-dose activity change, negative = inhibition, actives largely listed as inhibitors;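 further: plate controls were bound peptide for no effect and peptide without receptor for full effect; nearly all actives have a fitted effect of over 50% in size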
#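 Read-out is fluorescence polarization (555 nm excitation, 632 nm emission) of a Texas Red SRC2 coactivator peptide; loss of signal reflects blocked binding to human TRb ligand-binding domain in the presence of 1 uM T3.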
# Tau ThT inhib: blocks human tau fibril formation measured by thioflavin T; P10636; recombinant tau K18 P301L, heparin-induced fibrillization, ThT fluorescence; Potency, µM (top dose mostly 57.4 µM), inactives show top-dose activity, negative = inhibition, actives largely listed as inhibitors; 270,000 compounds, 2.1% hits; further: nearly all actives have a fitted effect of over 55% in size
#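 Fibril formation assay: tau K18 P301L at 15 uM with trace Alexa 594 label, heparin inducer 20 uM, pH 7 sodium acetate buffer, 37 C for 6 hr; endpoint ThT signal.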
# TR SRC2 fluor cs: alters Texas Red total fluorescence, flagging assay interference; TRb/SRC2 Texas Red total fluorescence interference; Potency, µM (series often up to 106 µM), for inactives: top-dose fluorescence change, negative = quenching; 280,000 compounds, 0.29% hits; AID 1479; active means well fitted curve in either direction with a large enough effect; inconclusive means small, poorly fitted or top-dose-only effect
#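 Human TRβ ligand-binding domain (0.6 uM) and Texas Red SRC2 peptide (20 nM) in Tris buffer with 1 uM T3 and 5% DMSO were incubated with pinned compound for 5 hr at ambient temperature. Total fluorescence was computed as S + 2P (555/632 nm).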
# L3MBTL1 inh: inhibitors of human L3MBTL1; AlphaScreen L3MBTL1–H3K9me1 peptide binding; Potency, µM (doses to about 57.1 µM), without a hit: at the highest dose activity, negative = inhibition, usual class: inhibitors; 230,000 compounds, 0.66% hits; AID 485360; further: nearly all actives have a fitted effect of over 60% in size
#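 L3MBTL1 50 nM + b-AHA-H3(1-15)K9me1 75 nM, 30 min RT; compound added, 30 min RT; streptavidin donor/Ni-chelate acceptor beads 10 ug/mL each final, 30 min RT dark; AlphaScreen read.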
# KDM4E inh: inhibitors of human JMJD2E histone demethylase; B2RXH2; JMJD2E catalytic domain, FDH-coupled NADH fluorescence (FDH is formaldehyde dehydrogenase); Potency, µM (highest dose often 57.1 µM), inactives show top-dose activity change, negative = inhibition, actives largely listed as inhibitors; 230,000 compounds, 1.6% hits; active means well fitted inhibition curve with a large enough effect, not every such curve was filed as active; inconclusive means small, poorly fitted or top-dose-only effect, or another doubt; inactive means no such curve, though single readings can be large or run the other way;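 further: 0% = wells with enzyme and -100% = buffer wells without enzyme; nearly all actives have a fitted effect of over 50% in size; many of its hits are not listed in these tables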
# Target sequence (B2RXH2 1-337 limits assumed): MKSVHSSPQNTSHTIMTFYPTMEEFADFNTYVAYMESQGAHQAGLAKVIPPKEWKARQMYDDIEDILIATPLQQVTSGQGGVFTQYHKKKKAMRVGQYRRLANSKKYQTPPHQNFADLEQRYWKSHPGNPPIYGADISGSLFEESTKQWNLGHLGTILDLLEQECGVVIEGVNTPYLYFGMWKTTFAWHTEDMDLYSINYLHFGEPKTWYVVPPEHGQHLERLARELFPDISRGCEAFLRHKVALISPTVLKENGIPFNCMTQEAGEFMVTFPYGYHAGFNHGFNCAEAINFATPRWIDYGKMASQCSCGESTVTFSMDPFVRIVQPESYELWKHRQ
# RGS12 GoLoco inh: RGS12 GoLoco-Gai1 interaction inhibition. Gai1:RGS12 GoLoco peptide FP, rhodamine, 10 min. Potency, µM (doses to about 61.6 µM), for inactives: at the top dose activity, negative = inhibition, actives largely listed as inhibitors. 230,000 compounds, 0.44% hits. AID 880; active means well fitted inhibition curve with a large enough effect, not every such curve was filed as active; inactive means no such curve, though single readings can be large or run the other way; further: nearly all actives have a fitted effect of over 30% in size; many of its hits are not listed in these tables
# Active calls of the source: *; i = inactive; ? = inconclusive; nt = no result given; & = joins results of further samples; ! = not active in a repeat; [ ] = remark or other dose. Unless noted, the call rests on the fitted dose curve; in most records, active means well fitted curve in the direction sought with a large enough effect; inconclusive means small, poorly fitted or top-dose-only effect, or another doubt; inactive means no such curve, though single readings can be large; an effect the other way counts as inactive or inconclusive. Unless noted, on the % scale 0 is the no-effect control and ±100 the full control effect; potency means the concentration at half of the fitted maximal effect. Not all compounds are listed, so the mix of outcomes need not match the whole.
smiles | RECQ1 inh | Tau fibril FP | TRb-SRC2 inh | Tau ThT inhib | TR SRC2 fluor cs | L3MBTL1 inh | KDM4E inh | RGS12 GoLoco inh
COC(=O)c1sc2cccc(F)c2c1S(=O)(=O)Nc1cc(OC)cc(OC)c1 | nt | -10% | -5% | -6% | 2% | nt | nt | nt
Cc1c(N(C)CS(=O)(=O)O)c(=O)n(-c2ccccc2)n1C | -10% | ? | -13% | ? | 2% | -1% | 111%[activator] | 28µM*!
Cc1nn(-c2ccccc2)c(N)c1C1(O)C(=O)N(C(C)C)c2ccccc21 (centres undefined) | 5% | -7% | -2% | -12% | 2% | 1% | 2% | 1%
O=C(Nc1ccc(Cl)c(C(F)(F)F)c1)c1ccncc1 | -2% | 6%[2.34 µM] | 0% | 9% | -2% | 11% | 9% | 8%
O=S(=O)(c1ccccc1)N1CCN=C1SCc1cccc(Cl)c1 | i | 3% | -5% | -5% | -3% | 38%[activator] | -4% | 0%
Cc1ccc(S(=O)(=O)CC(=O)Nc2nc3c(C)cccc3s2)cc1 | nt | ? | -2% | -12% | 0% | nt | nt | nt
COc1ccc(C2C(C(=O)OC(C)C)=C(C)N=c3s/c(=C\c4cccs4)c(=O)n32)cc1 (centres undefined) | -5% | -10% | -1% | ? | -2% | 1% | 1% | 29%
CCCOC(=O)c1ccc(NC(=O)CCC(=O)OCC)cc1 | -6% | -5% | -9% | ? | -1% | -3% | 2% | 0%
COc1ccc(-n2nc(-c3ccc(C)cc3)c3cnc4cc(F)c(F)cc4c32)cc1 | nt | -1% | -5% | 0% | 0% | nt | nt | nt
Cc1cccc(NC(=O)c2nc[nH]c2C(=O)Nc2cccc(C)c2)c1 | -8% | ? | 7% | -1% | -2% | nt | ? | 6%
Cc1cc(C)nc(NS(=O)(=O)c2ccc(NC(=S)NC(=O)C(C)(C)C)cc2)n1 | -8% | -13% | -7% | -9% | -3% | nt | 5% | -15%
O=C1[C@@H]2[C@H](C(=O)N1n1cnnc1)[C@H]1C=C[C@@H]2C1 | ? | -12% | -7% | 2% | 0% | -4% | 6% | 8%
O=C(/C=C\c1ccc(-c2ccccc2)o1)c1ccccc1 | -25% | 3% | 4% | ? | -3% | -20% | -11% | 33%[activator]
COc1cc(C(C[N+](=O)[O-])c2c(C)[nH]c3ccccc23)cc(OC)c1OC (centres undefined) | -4% | ? | 1% | -15% | -6% | -14% | -12% | 6%
O=C1CCCC1C(O)c1ccc2ccccc2c1 (centres undefined) | i | ? | 8% | ? | 0% | nt | 0% | 2%
C/C(=C1/SC(N2CCCC2)=NC1=O)c1ccc(Br)cc1 | -11% | 7% | -2% | -5% | 0% | -5% | 9% | -6%
Cc1ccc(C(=O)Oc2ccccc2C(=O)N2CCOCC2)cc1 | i | 2% | 1% | -4% | -9% | -5% | 2% | 0%
Cc1cccc(C)c1-n1c(C)cc(/C=N/NC(=O)c2ccncc2)c1C | i | -3% | -11% | -10% | 2% | -8% | 4% | 4%
CC12CC3(C)CC(C)(C1)CC(C(=O)NCC(=O)O)(C2)C3 | 14% | 2% | -2% | 8% | -1% | -4% | 0% | -6%
C/C(=N\NC(N)=O)c1cc(Cl)cc(Cl)c1O | 18% | 6% | -1% | 3% | -5% | -6% | -30% | 5%
N#CCSc1n[nH]c2nc3c(c(=O)n12)C1(CCCC1)Cc1ccccc1-3 | -16% | 12% | -2% | ? | -2% | -8% | ? | -4%
CCOC(=O)CC(=O)Nc1ccsc1C(N)=O | -1% | 2% | 0% | -2% | -8% | 8% | -6% | 6%
CCOC(=O)C1=C(C)Nc2nnnn2C1c1c[nH]c2ccccc12 (centres undefined) | -4% | -1% | 0% | -6% | -4% | 18% | -9% | -13%
O=C(c1cccs1)N1CCN(c2nnc(-c3ccccc3)c3ccccc23)CC1 | 0% | -1% | -3% | -3% | -3% | -10% | 3% | 6%
Cc1c(Cl)cn2c(=O)cc(CN(C)Cc3nc4ccccc4c(=O)[nH]3)nc2c1Cl | -11% | 2% | 2% | -11% | -5% | -4% | -12% | 18%
O=C(c1ccccc1)N1CCN(C(=O)c2ccccc2)C1c1ccccc1 | -10% | -1% | -11% | -7% | 1% | nt | 3% | -2%
O=C1CCCc2c1nc(-c1ccc(F)cc1)n2O | 0% | -2% | 4% | 2% | 0% | 5% | ? | 8%
CCOC(=O)c1cnc2c(C(=O)OC)cccc2c1NCc1cccnc1 | 14% | 0% | 9% | 5% | 0% | -2% | -2% | 4%
CC(=O)Nc1ccc(OCC(=O)N2CCC(Cc3ccccc3)CC2)cc1 | i | 0% | 4% | -9% | 0% | nt | -7% | -4%
Cc1nc2ccccc2n1/N=C/c1cccnc1 | -3% | 6% | -15% | -8% | -5% | nt | -8% | 5%
CC1(c2ccco2)NC(=O)NC1=O (centres undefined) | -5% | -13% | -14% | -7% | -3% | 3% | 10% | 4%
CCN(CC)C(=O)CSc1nnc(-c2ccc(F)cc2)n1N | -5% | -2% | -4% | -7% | -1% | -6% | 4% | 3%
CC(=O)Nc1ccc(NC(=O)CN(C)S(=O)(=O)c2ccc3nc(C)sc3c2)cc1 | -7% | -5% | -4% | -2% | -4% | -3% | 7% | -3%
CCOC(=O)C1CCN(Cc2ccc(F)cc2F)CC1 | -5% | 4% | -2% | -5% | -7% | nt | -22% | -5%
CCOc1cc(-c2nc(-c3ccc(-c4ccc(C)cc4)nc3OC)no2)cc(OCC)c1OCC | nt | -3% | 11% | ? | 1% | nt | nt | nt
COc1ccc(N2C(=O)CN=C2Nc2cccc(C)c2C)cc1OC | i | -3% | -9% | 8% | -2% | 0% | 6% | 4%
Cc1c(C(=O)c2ccc(N(C)C)cc2)c2ccccn2c1CCC#N | 0% | 2% | -2% | -20% | -5% | nt | ? | 3%
O=C(Nc1nc2ccccc2n1CCN1CCOCC1)c1cn(-c2ccccc2)nc1-c1ccccc1 | -14% | -11% | -7% | 1% | 2% | -18% | 25µM* | 5%
CC(=O)c1ccc(-c2nc3ccccc3n2C)o1 | i | 11% | -5% | ? | -3% | -3% | ? | 18%
Cc1ccc(S(=O)(=O)N(Cc2n[nH]c(=S)n2-c2ccccc2)c2cccc(Cl)c2)cc1 | i | 7% | 6% | -8% | -3% | 13% | 9% | 17%
O=C(c1ccco1)N1CCN(C(=S)NC2CC3CCC2C3)CC1 (centres undefined) | -1% | 3% | -2% | -5% | -1% | -5% | -4% | 8%
Cc1ccc(-n2nnnc2SCC(=O)c2ccc3c(c2)NC(=O)CO3)c(C)c1 | -8% | ? | 1% | -21% | 1% | nt | -7% | -3%
Nc1nc(C2C(=O)CCCC2=O)cs1 | -13% | -4% | -6% | -5% | 1% | -15% | ? | 1%
O=c1c2[nH]c3ccc(Cl)cc3c2ncn1Cc1ccccn1 | -3% | 4% | 0% | -6% | 3% | -5% | -15% | 3%
O=C(Cn1ncc2c3ccccc3n(Cc3ccccc3F)c2c1=O)N1CCCCC1 | nt | 0% | 8% | -4% | -1% | nt | nt | nt
COc1ccc(-c2cc(C(F)(F)F)nc(SCCC(=O)Nc3cc(C)ccc3O)n2)cc1 | nt | ? | -6% | 1% | 2% | nt | nt | nt
Cc1ccc(N)c([N+](=O)[O-])c1 | -1% | nt | -3%[201 µM] | nt | -4%[201 µM] | 1% | nt | 2%
Clc1cccc(Cl)c1CO/N=C/c1cccs1 | -3% | -5% | 0% | -1% | -1% | -3% | -2% | 0%
c1ccc(-c2nn3c(-c4ccco4)nnc3s2)nc1 | -7% | -12% | -20% | -18% | -4% | -11% | 2% | 6%
COc1cc(SC)ccc1C(=O)Nc1ccccn1 | 0% | 0% | -3% | nt | -3% | nt | -4% | 6%
COc1cc(C(=O)Nc2cc(C)ccc2OCc2cc(=O)n3c(C)csc3n2)cc(OC)c1OC | nt | -4% | -1% | -1% | -1% | nt | nt | nt
O=C(N/N=C/C=C/c1ccccc1)c1cccc(Br)c1 | -7% | -5% | 2% | ? | -4% | -3% | -18% | -10%
CC1(C)CCC(=O)N(c2ccccc2)C1=O | i | -7% | 6% | 1% | 1% | 7% | 8% | 10%
Cc1cccc(C)c1NC(=O)CN(C)CC(=O)Nc1ccccc1Oc1ccccc1 | i | -2% | -3% | -13% | 1% | -17% | -6% | 10%
Cc1ccc(S(=O)(=O)N2CCCC2C(=O)NCc2ccco2)cc1 (centres undefined) | -6% | 1% | -3% | -16% | -5% | nt | 1% | -5%
CCOc1ccccc1C(=O)Nc1cc(C(=O)NCCc2ccccc2)ccc1Cl | -9% | -7% | -14% | 1% | 1% | 5% | -3% | -15%

# Continued.
smiles | RECQ1 inh | Tau fibril FP | TRb-SRC2 inh | Tau ThT inhib | TR SRC2 fluor cs | L3MBTL1 inh | KDM4E inh | RGS12 GoLoco inh
CCOC(=O)c1cnn(Cc2ccccc2Cl)c1N | -4% | 2% | 4% | -2% | 0% | nt | -10% | 6%
CCCCC/C=C\C\C=C/C=C/C=C/[C@@H](SCC(N)C(=O)NCC(=O)O)[C@@H](O)CCCC(=O)O (some centres undefined) | -1% | ? | -5% | -6% | 1% | nt | 12% | 3%
CCN1C(=O)/C(=C\N2CCN(C)CC2)SC1=S | -6% | -9% | 16% | -8% | 0% | 0% | -5% | 13%
COC(=O)CN(C(=O)CSc1nnc(-c2cccc(OC)c2)o1)c1ccc(OC)cc1 | -8% | 5% | -22% | -4% | 1% | 4% | -6% | -6%
CCOC(=O)c1c(-c2ccc(Br)cc2)csc1NC(=O)c1ccc(C(C)(C)C)cc1 | nt | 6% | 4% | -6% | ? | nt | nt | nt
CN1CCN(CCc2ccc(Cl)c(Cl)c2)CC1 | 2%&-5% | 0%&-3% | -2%&-11% | 0%&-3% | -1%&-1% | nt | 3% | 3%&10%
CC1NC(=O)NC1CCCCC(=O)O (centres undefined) | i | -5% | -2% | -13% | 2% | 3% | 8% | 4%
COc1ccc(N2CC(C(=O)Nc3ccc(S(=O)(=O)N4CCOCC4)cc3)CC2=O)cc1 (centres undefined) | 6% | -6% | 1% | 0% | -2% | 7% | 0% | 6%
COC(=O)N/N=C(\C)c1ccccc1Br | -14% | -1% | -22% | -1% | 2% | 6% | 7% | -3%

# Screening data as filed in PubChem.
